ARFGAP1 inh – inhibitors of rat ARFGAP1. Arfgap1-stimulated ARF1 GTP hydrolysis, GDP FP detection. inhibition, % at 16.5 µM. 0.26% of 360,000 active;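 active = inhibition above a per-plate limit, mean inhibition of low control wells plus 3 SD, cut at about 25% in these data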;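 also: 0% = DMSO wells with enzyme and 100% = wells lacking Arfgap1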
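Material: rat Arfgap1 catalytic domain, aa 1-136; also added: human ARF1(Δ1-17)-GTP substrate; compound dosing: one concentration, 16.5 µM, DMSO 1.26%; incubation: GTP hydrolysis reaction 2 h at 25 °C; measured by: Tracer-displacement fluorescence polarization with EDTA stop, 620/688 nm; evaluation: % inhibition from polarization; repeats: one replicate per compound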
ADAM10 inh – ADAM10 inhibition, QFRET primary screen | O14672 | recombinant ADAM10, EDANS/DABCYL FRET peptide cleavage, 3 h | inhibition, % at 7 µM | 0.62% of 370,000 active | AID 720582;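 active = inhibition above a per-campaign cutoff equal to the mean of compounds falling between control-based bounds plus 3 SD, cut at about 20% in these data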;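 also: 0% = DMSO wells while the 100% control is not disclosed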
rCAG RNA binder – binds r(CAG) RNA repeats; r(CAG) RNA repeat, TO-PRO-1 dye displacement fluorescence; inhibition, % at 3 µM; 1.3% of 370,000 active;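 active = inhibition above the plate cutoff, the mean of all test compounds on that plate plus 3 SD, cut at about 35% in these data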;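 also: 0% = DMSO alone and 100% = 100 µM mitoxantrone as full dye displacement; higher means more dye released from RNA so lower well fluorescence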
ASAP1 GAP inh – blocks human ASAP1-stimulated Arf1 GTP hydrolysis. Q9ULH1. GDP FP detection. inhibition, % at 16.5 µM. 0.19% of 360,000 active. AID 624377; in the data active = inhibition above about 25%;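 also: 0% = vehicle with enzyme and substrate and 100% = no enzyme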
Tn6 DDE FP – disrupts Tn6 cyclic peptide binding to fibrin D-Dimer-E complex. Fibrin DD(E) TRITC-Tn6 fluorescence polarization displacement. 0.21% of 370,000 active. inhibition, % at 8.3 µM. AID 720509;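 active = inhibition above a per-campaign cutoff: mean of compounds within control limits plus 3 SD, cut at about 15% in these data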;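 also: 0% = median of all compound wells on the plate and 100% = blocking peptide control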
GC-A act – GC-A (human) enzyme activation; P16066; HEK293 GC-A cells, cGMP TR-FRET, EC30 ANP; 0% at EC30 ANP, 100% saturating ANP; activation, % at 10 µM; 0.14% of 370,000 active; in the data active = activation above about 40%
Target sequence (P16066 whole entry, looked up): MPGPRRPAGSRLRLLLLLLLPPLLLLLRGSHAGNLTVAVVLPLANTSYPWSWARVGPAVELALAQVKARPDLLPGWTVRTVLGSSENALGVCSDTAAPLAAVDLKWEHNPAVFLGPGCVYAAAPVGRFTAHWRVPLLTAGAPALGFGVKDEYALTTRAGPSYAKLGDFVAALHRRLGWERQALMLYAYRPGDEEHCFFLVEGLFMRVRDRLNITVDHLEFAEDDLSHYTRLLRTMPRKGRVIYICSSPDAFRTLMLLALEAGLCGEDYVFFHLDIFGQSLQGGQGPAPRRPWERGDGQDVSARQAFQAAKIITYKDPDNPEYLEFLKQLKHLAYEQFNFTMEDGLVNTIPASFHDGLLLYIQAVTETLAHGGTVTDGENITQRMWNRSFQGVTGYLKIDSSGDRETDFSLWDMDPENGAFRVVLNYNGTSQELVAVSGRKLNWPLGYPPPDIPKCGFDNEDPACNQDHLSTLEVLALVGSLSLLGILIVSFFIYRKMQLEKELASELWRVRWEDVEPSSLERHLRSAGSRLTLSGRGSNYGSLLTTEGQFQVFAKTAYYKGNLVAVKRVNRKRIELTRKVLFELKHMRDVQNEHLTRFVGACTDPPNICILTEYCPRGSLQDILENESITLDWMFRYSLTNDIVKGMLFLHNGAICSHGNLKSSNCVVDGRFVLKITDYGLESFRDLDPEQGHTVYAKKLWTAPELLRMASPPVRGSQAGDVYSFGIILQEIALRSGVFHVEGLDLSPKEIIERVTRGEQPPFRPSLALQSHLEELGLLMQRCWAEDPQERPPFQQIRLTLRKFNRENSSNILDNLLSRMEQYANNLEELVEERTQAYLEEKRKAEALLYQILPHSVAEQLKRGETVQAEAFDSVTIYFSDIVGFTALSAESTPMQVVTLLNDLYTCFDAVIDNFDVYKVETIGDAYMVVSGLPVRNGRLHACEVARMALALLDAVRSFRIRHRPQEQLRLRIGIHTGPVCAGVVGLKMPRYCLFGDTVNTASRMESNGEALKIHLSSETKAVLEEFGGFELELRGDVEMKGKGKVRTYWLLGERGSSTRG
GAA850 FXN act – increases GAA850 frataxin promoter reporter activity | activation, % at 6 µM | HEK293 lucGAA850 FXN promoter luciferase reporter, 24 h; percent of 10 µM SAHA response | 0.56% of 360,000 active;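 active = activation above the average of all compounds screened plus 3 SD, cutoff fixed separately per campaign, cut at about 7.5% in these data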;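 also: 0% = DMSO wells and 100% = 10 µM SAHA wells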
KLK7 zymogen act – proKLK7 (human) activation, primary screen; P49862; purified proKLK7, EDANS-DABCYL substrate fluorescence; 100% is mature enzyme control, 0% vehicle; activation, % at 7 µM; 0.9% of 370,000 active; AID 652039;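 active = activation above the mean of all tested compounds plus 3 SD, computed per campaign excluding outliers beyond control limits, cut at about 13% in these data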
sPLA2-III inh – Inhibits HGIII-sPLA2 liposome hydrolysis, primary screen | 0.56% of 370,000 active | inhibition, % at 12.2 µM | AID 743126 | QFRET BODIPY PC-A2 liposome hydrolysis, fluorescence | Q9NZ20;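 active = inhibition above mean plus 3 SD of compounds lying within the high and low control bounds, cut at about 19% in these data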;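 also: 0% = median of test compound wells and 100% = no enzyme DMSO wells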
GC-B act – GC-B (human) receptor activation; P20594; HEK293-GC-B cells, CNP EC30, cGMP TR-FRET; 0% at EC30 CNP, 100% saturating CNP; activation, % at 10 µM; 0.11% of 370,000 active;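 active = activation at 10 µM reaching about 35% in either raw or pattern-adjusted values, limit read from the data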
* marks the source's active call; other numbers are inactive results; nt = not tested or not shown.

mol	ARFGAP1 inh	ADAM10 inh	rCAG RNA binder	ASAP1 GAP inh	Tn6 DDE FP	GC-A act	GAA850 FXN act	KLK7 zymogen act	sPLA2-III inh	GC-B act
COc1ccc(C(=O)N/C(=C\c2ccc([N+](=O)[O-])cc2)C(=O)NC(CCSC)C(=O)O)cc1 (stereo not drawn)	-4	8	16	-5	5	1	-0.5	-0.6	0	3
FC(F)(F)c1nc(N2CCN(c3ccccc3)CC2)nc2c1CCCCC2	-6	-6	-1	-10	3	1	-1.8	-0.2	-2	-8
CCN(CC)CCn1c2c(c(SCC(=O)Nc3cc(C)on3)nc1=O)CCCC2	2	-21	-4	-1	0	1	-0.4	-0.6	12	4
COc1ccc(C=NOCC(=O)OCC(=O)Nc2ccc(OC)cc2)cc1	-9	-1	1	-5	3	9	-0.4	-0.3	7	-6
Cc1ccc(S(=O)(=O)Cn2nnnc2C(CC(C)C)N2CCN(c3ccc(F)cc3)CC2)cc1 (stereo not drawn)	-12	-3	3	-13	2	-4	-1.0	0.1	-1	2
C/C(=N\Nc1ccccc1)c1cccc(N)c1	10	5	6	12	-3	1	4.2	0.2	4	4
CCOc1ccc2nc(SCC(=O)NC3CC3)sc2c1	11	-17	-1	15	5	-2	2.2	-0.7	0	-4
Cc1ccc(NC(=O)c2ccc(OC(=O)COc3cccc(Cl)c3)cc2)cc1	2	3	1	2	0	0	5.7	1.7	-15	-7
CC(C)C12CN3CC(C(C)C)(CN(C1)C3c1ccc([N+](=O)[O-])o1)C2=O (stereo not drawn)	-7	-1	-3	-1	2	-4	1.8	0.6	5	5
CCC(=O)NN1CCc2cc3ccc(C)cc3nc21	2	-288	0	7	1	1	1.4	6.4	2	3
CC1(C(=O)NS(=O)(=O)c2ccc(Br)cc2)CCN1C(=O)Cc1cccs1 (stereo not drawn)	-10	-16	2	-2	-1	3	1.1	-0.5	9	-8
Cc1ccc(C(=O)N/C(=C\c2ccc(-c3ccc(Br)cc3)o2)C(=O)NCCCN(C)C)cc1	-6	-54	12	-4	6	1	1.9	-5.2	-11	-6
Cc1cnn(C(=O)c2cc(-c3ccccn3)nc3ccc(Cl)cc23)c1	2	-9	3	-8	-5	1	2.1	-0.5	-1	-6
CC1(C(=O)NCc2ccccc2)CN(S(C)(=O)=O)CC(=O)N1CCc1ccc(O)cc1 (stereo not drawn)	1	-19	2	-2	0	1	nt	-0.4	-4	-2
Nc1cc(=O)[nH]c(SCC(=O)Nc2ccccc2Sc2ccc(Cl)cc2)n1	-3	2	2	4	5	2	-0.3	0.8	-3	-4
COc1ccc(CCNC(=O)CCc2cc(OC)c(OC)c(OC)c2)cc1	9	-1	-5	13	-6	-4	-0.4	0.3	15	7
CCc1nc(SCC(=O)N2CCCC2)c2c(=O)n(C)c(=O)n(C)c2n1	1	-12	-8	-6	0	3	1.1	-0.1	9	-2
O=C(CCC1CCCC1)NCc1cccs1	4	2	-6	4	4	0	2.0	0.4	2	-4
COc1ccc(NC(=O)c2ccc(-c3ccc(C)c4ccccc34)o2)cc1	3	-4	9	3	5	-3	4.3	-54	-1	0
COc1ccc(N(CC(=O)N2CCc3ccccc3C2)S(=O)(=O)c2c(C)nn(C)c2C)cc1	-17	-11	2	2	2	-8	0.5	-0.3	-5	-5
COCCNc1ncnc2c1ncn2[C@H]1CN(Cc2ccccc2)C[C@@H](CO)O1	-1	-3	0	-6	0	-1	-0.9	0.3	3	3
CCOC(=O)c1ccc(NC(=O)CN(C)S(=O)(=O)c2ccc(OC)cc2)cc1	-6	9	2	7	4	2	-0.5	0.3	-2	3
O=C(COc1ccccc1Cl)NCCCNC(=O)c1cnccn1	-4	-2	-2	-9	4	5	0.3	-0.8	-2	0
Cn1c(=O)c2c(ncn2CC(=O)OCC(=O)Nc2cccc(C#N)c2)n(C)c1=O	2	4	3	-8	-7	-1	-0.1	-0.4	8	-3
O=C(Nc1ccccc1Oc1ccccc1)NC1CCCCN(Cc2cccc(Cl)c2)C1=O (stereo not drawn)	nt	1	7	nt	1	6	nt	0.5	1	-2
CN(C(=O)Cn1nnc(-c2cccnc2)n1)C1CCCCC1	-1	1	1	-8	-5	4	nt	0.0	-1	3
COc1cc2c(cc1OC)C(c1cccc(C)c1)CC(=O)N2 (stereo not drawn)	-5	3	-3	4	3	-4	-0.1	0.4	-4	-2
C/C=C1\NC(=O)[C@H](C)NC(=O)[C@@H](NC(=O)[C@@H](Cc2ccc(O)cc2)NC(=O)[C@@H](NC(=O)/C(C)=C/C)C(C)C)[C@@H](C)OC(=O)[C@H](CCCCc2ccc(O)cc2)NC(=O)[C@@H](CCC(=O)OC)NC1=O	-3	-2	10	-5	-7	-2	nt	-0.2	-27	3
Nc1nc(Nc2cccc(Cl)c2)n[nH]1	5	-5	0	-8	5	7	0.4	-0.2	-1	1
Cc1nc2ccc(NC(=O)CCS(=O)(=O)c3ccc(Cl)cc3)cc2s1	-1	1	3	-14	-3	1	-1.0	0.6	-7	-1

Arranged by molar mass (ascending): part of the list above.
mol	ARFGAP1 inh	ADAM10 inh	rCAG RNA binder	ASAP1 GAP inh	Tn6 DDE FP	GC-A act	GAA850 FXN act	KLK7 zymogen act	sPLA2-III inh	GC-B act
O=C(CCC1CCCC1)NCc1cccs1	4	2	-6	4	4	0	2.0	0.4	2	-4
Cn1c(=O)c2c(ncn2CC(=O)OCC(=O)Nc2cccc(C#N)c2)n(C)c1=O	2	4	3	-8	-7	-1	-0.1	-0.4	8	-3
COc1ccc(N(CC(=O)N2CCc3ccccc3C2)S(=O)(=O)c2c(C)nn(C)c2C)cc1	-17	-11	2	2	2	-8	0.5	-0.3	-5	-5

(more compounds)
mol	ARFGAP1 inh	ADAM10 inh	rCAG RNA binder	ASAP1 GAP inh	Tn6 DDE FP	GC-A act	GAA850 FXN act	KLK7 zymogen act	sPLA2-III inh	GC-B act
CN(C)C(=S)NC1CCS(=O)(=O)C1 (stereo not drawn)	-21	0	-1	-16	7	-1	-0.7	0.6	1	1
COc1ccc(CC(=O)Nc2cccc(S(=O)(=O)N3CCCCC3)c2)cc1	11	8	4	5	2	-1	0.0	-0.2	-16	2
COCCn1cnc2c1c(=O)n(CC(=O)Nc1cc(C)on1)c(=O)n2Cc1ccccc1	-1	-5	-8	6	4	9	-1.4	-0.2	6	10
COc1ccccc1N1CCN(CCCNC(=O)Cn2ncc3c([nH]c4ccccc43)c2=O)CC1	1	-6	-1	6	0	-14	1.5	0.0	-6	-7
O=C(c1cc([N+](=O)[O-])cc([N+](=O)[O-])c1)N(Cc1nnc(-c2ccccc2Cl)o1)C1CC1	7	-1	-5	-8	7	-2	-2.5	0.5	-7	-4
C/C=C/C(=O)OCC(=O)Nc1ccc(OC)c(OC)c1	-8	-1	-2	-1	5	-1	-1.5	0.6	4	3
Cc1ccc(/C=N/NC(=O)c2c(-c3ccccc3)noc2C)o1	-4	4	0	3	2	1	1.0	-0.8	-1	2
CC(C)(C)c1ccc(/C=C(\C#N)C(=O)Nc2ccccn2)cc1	2	-41	-1	8	13	1	1.0	-0.3	0	0
COCCN1C(=O)COc2ccccc2C1C(=O)Nc1ccc2c(c1)OCCO2 (stereo not drawn)	-3	-4	2	13	3	3	nt	0.1	4	2
Cc1ccccc1S(=O)(=O)NC(=O)C1(C)CCN1C(=O)COc1ccc(Cl)cc1 (stereo not drawn)	-3	0	6	-3	-6	1	1.1	0.8	-8	2
CC(C)NC(=S)N/N=C/c1ccc(C(C)(C)C)cc1	11	2	-6	0	-2	0	5.0	-1.0	-2	0
CN(CC(=O)Nc1ccc(S(=O)(=O)N2CCCC2)cc1)Cc1ccc(Cl)cc1Cl	1	6	1	2	6	-3	0.3	0.0	-25	-3
O=C(CS(=O)(=O)c1cn(Cc2ccc(Cl)cc2)c2ccccc12)N1CCOCC1	-9	-16	2	-1	-7	-1	2.1	0.2	3	-3
CCCCn1c(=O)n(CC(O)c2ccccc2)c(=O)c2c1ncn2C1CCCC1 (stereo not drawn)	5	0	-11	10	11	-6	-5.0	0.0	-7	-3
O=C(CC1S/C(=N/N=C/C=C/c2ccccc2)NC1=O)Nc1ccc(Cl)c(Cl)c1 (stereo not drawn)	8	-8	12	8	7	-6	0.9	-0.1	0	0
CCN(CC)S(=O)(=O)c1ccc(NC(=O)c2ccccc2N(C)S(C)(=O)=O)cc1	-3	3	1	1	0	2	2.9	0.3	3	5
Nc1nccnc1C(=O)OCC(=O)Nc1ccc2[nH]c(=O)[nH]c2c1	-2	-92	2	-6	-5	-2	1.1	27*	-12	-1
COc1ccc(C)cc1S(=O)(=O)N1CCN(C(=O)c2ncoc2-c2ccc(F)cc2)CC1	5	7	-3	3	-5	-6	0.6	0.2	1	3
CCc1ccc(N(CC(=O)NCc2ccco2)C(=O)CCC(=O)Nc2ccccn2)cc1	6	2	-2	0	-2	0	0.1	-0.3	-9	5
COCCN1C[C@@H](CO)O[C@@H](n2cnc3c(NCCCO)ncnc32)C1	1	-36	2	-9	2	-1	-1.9	0.8	6	-1
O=C(N/N=C/c1ccco1)C1CC1(c1ccccc1)c1ccccc1 (stereo not drawn)	-3	7	2	-8	5	-4	1.3	-0.8	-10	-1
Cc1ccccc1Nc1nnc(SCC(=O)Nc2ccccc2[N+](=O)[O-])s1	1	9	9	-2	6	-3	1.0	-0.9	-23	-8
Cc1[nH]c(=O)[nH]c(=O)c1S(=O)(=O)Nc1ccc(Cl)c([N+](=O)[O-])c1	6	6	4	-1	-2	4	0.9	0.1	-3	2
COc1ccc(/C=C/C(=O)NCCc2ccc(OC)c(OC)c2)cc1	-2	2	-8	-9	2	-1	-0.7	0.4	3	1
CCCC(=O)OC12CCCN(C1)/C(=C/c1ccc(Cl)cc1)C2 (stereo not drawn)	nt	-4	2	nt	2	2	nt	-0.5	1	3
Cc1noc(C)c1NC(=O)NCCN1CCN(Cc2ccccc2)CC1	-5	4	-2	-2	-2	0	0.5	0.5	2	-10
CCCN(CCC)S(=O)(=O)c1ccc(Cl)c(OC)c1	-5	6	-4	4	2	-8	2.8	0.3	-4	-7
COc1ccc(/C(O)=C2/C(=O)C(=O)N(c3nc(C)c(C)s3)C2c2ccco2)cc1 (stereo not drawn)	-9	-3	16	4	-2	11	0.2	-0.5	2	-4
C/C(Cn1cnc([N+](=O)[O-])n1)=N/NC(=O)COc1ccccc1Cl	-5	11	6	2	8	2	2.2	0.1	-3	-6
Cc1ccc(-c2nn3c(-c4ccco4)nnc3c3ccccc23)cc1S(=O)(=O)NCC1CCCO1 (stereo not drawn)	-11	-19	1	-7	-2	3	-0.4	0.7	-2	-5
Cc1c(C(=O)NC(C)C)c(-c2ccccc2)nn1-c1ccccc1	-4	-6	-4	-6	5	4	-0.7	0.1	4	-5
CN(C)C(=O)c1ccc(-c2nnc(NCc3ccccc3)c3ccccc23)cc1	-1	-11	-4	-10	-5	-12	-0.5	-0.3	17	-1
CC(C)(CO)CNC(=O)CCc1nnc(-c2ccc(-c3ccccc3)cc2)o1	5	1	-5	4	-2	6	-7.5	0.3	0	-5
